High-throughput results as filed in PubChem BioAssay.
NSD2 HMT inh: inhibitors of human histone methyltransferase NSD2; O96028; NSD2 peptide methylation, AlphaScreen, 120 min; inhibition, % at 12.5 µM; hit rate 0.54% among 310,000; in the data active means inhibition above about 50%
Target sequence (O96028 whole entry, looked up): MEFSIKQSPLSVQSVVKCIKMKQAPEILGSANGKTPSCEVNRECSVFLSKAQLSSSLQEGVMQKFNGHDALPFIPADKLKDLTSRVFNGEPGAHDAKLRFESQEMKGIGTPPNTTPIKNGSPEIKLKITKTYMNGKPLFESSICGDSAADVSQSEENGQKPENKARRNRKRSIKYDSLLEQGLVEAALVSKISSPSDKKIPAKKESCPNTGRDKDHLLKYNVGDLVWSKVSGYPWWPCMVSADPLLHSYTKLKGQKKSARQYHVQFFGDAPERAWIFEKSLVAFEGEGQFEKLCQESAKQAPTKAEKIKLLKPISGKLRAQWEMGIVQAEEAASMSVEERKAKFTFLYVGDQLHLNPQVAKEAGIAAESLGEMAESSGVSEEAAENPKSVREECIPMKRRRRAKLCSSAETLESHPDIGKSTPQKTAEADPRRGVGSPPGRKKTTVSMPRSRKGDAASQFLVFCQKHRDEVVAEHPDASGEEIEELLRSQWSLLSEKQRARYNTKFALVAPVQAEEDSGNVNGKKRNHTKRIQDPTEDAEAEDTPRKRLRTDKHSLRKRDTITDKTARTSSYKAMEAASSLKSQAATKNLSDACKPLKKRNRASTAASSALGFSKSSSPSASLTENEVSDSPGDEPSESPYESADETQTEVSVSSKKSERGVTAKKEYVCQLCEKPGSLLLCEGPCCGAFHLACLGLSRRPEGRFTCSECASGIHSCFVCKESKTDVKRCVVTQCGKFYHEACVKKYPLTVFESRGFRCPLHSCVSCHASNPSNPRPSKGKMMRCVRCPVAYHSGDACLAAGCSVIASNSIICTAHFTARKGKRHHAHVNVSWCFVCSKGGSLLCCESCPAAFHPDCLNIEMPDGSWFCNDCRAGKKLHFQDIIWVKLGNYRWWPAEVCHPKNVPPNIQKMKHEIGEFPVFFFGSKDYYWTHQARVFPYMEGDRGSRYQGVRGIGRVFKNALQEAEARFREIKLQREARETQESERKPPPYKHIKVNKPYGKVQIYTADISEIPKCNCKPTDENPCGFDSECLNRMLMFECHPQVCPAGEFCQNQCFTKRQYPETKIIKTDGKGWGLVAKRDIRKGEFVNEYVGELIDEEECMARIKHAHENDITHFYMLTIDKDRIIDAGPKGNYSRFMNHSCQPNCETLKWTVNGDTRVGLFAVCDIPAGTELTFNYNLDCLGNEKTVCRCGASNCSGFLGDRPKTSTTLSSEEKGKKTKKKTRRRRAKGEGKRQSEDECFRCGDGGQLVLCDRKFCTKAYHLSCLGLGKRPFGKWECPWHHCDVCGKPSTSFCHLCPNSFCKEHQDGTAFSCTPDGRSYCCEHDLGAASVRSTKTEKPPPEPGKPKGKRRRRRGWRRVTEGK
The depositor's hits bear a star.

SMILES	NSD2 HMT inh
CC1(Oc2cccc(F)c2)CCN(Cc2csc3ccccc23)C1 (stereo not drawn)	-3.2
Cc1cccc(C(O)c2ncc(-c3ccccc3)[nH]2)c1C (stereo not drawn)	-0.2
COc1ccc(C=C2CCc3ccccc3C2=O)cc1	-4.0
COc1ccc(C2C(C(=O)Nc3cc(OC)c(OC)c(OC)c3)CCC(=O)N2c2ccc(OC)cc2)cc1 (stereo not drawn)	-2.2
COc1cccc(-c2cnc3c(NC=O)cc(-c4cccc(C(=O)N(C)C)c4)cn23)c1	12.5
Cc1ccccc1CS(=O)(=O)Cc1ccc(C(=O)Nc2cccc(C)c2C)o1	-1.5
COc1ccc(S(=O)(=O)NC(=O)C2(C)CCN2C(=O)C2(c3ccc(Cl)cc3)CCC2)cc1 (stereo not drawn)	-4.2
Nn1c(SCC(=O)NC2CCCCC2)nnc1-c1cc(-c2ccccc2)n[nH]1	0.4
O=C1C(=Cc2ccc(Cl)cc2)Cc2ccccc21	-0.5
CC(C)NC(=O)C1(C)CCN1Cc1ccc(Cl)cc1 (stereo not drawn)	1.0
N#Cc1ccccc1S(=O)(=O)N1CCN(c2nc(-c3cccs3)nc3ccccc23)CC1	-0.7
CC1(C(=O)NS(=O)(=O)c2ccc(Cl)cc2)CCN1C(=O)Cc1cccs1 (stereo not drawn)	3.9
COc1ccccc1CNc1nc(NCc2ccc(C(C)C)cc2)c2sccc2n1	-1.1
COCCNC[C@@]12CO[C@H](c3ccc(Cl)cc3)N1[C@@H](c1ccc(Cl)cc1)SC2	-1.5
Cc1nnc(N/N=C/c2c(O)n(-c3cccc(C(F)(F)F)c3)c(=O)c3ccccc23)[nH]c1=O	14.1
COc1ccc(-c2cnc(C(O)c3ccc(C(C)(C)C)cc3)[nH]2)cc1 (stereo not drawn)	0.9
CN(C)C(=O)c1cccc(-c2cnc3c(NC=O)cc(-c4cccc(C(F)(F)F)c4)cn23)c1	-1.1
CC1(C(=O)NS(=O)(=O)C2CC2)CCCN(C(=O)c2ccc(F)c(Cl)c2)C1 (stereo not drawn)	-0.8
COCCNc1ncnc2c1ncn2[C@H]1CN(Cc2ccc(F)cc2)C[C@@H](CO)O1	-1.5
COc1ccccc1-c1ccc2c(c1)C(C)(Cc1cc(Cl)ccc1C(F)(F)F)C(=O)N2 (stereo not drawn)	-5.2

An excerpt from above in order of heavy-atom count, smallest number first.
SMILES	NSD2 HMT inh
COc1ccc(-c2cnc(C(O)c3ccc(C(C)(C)C)cc3)[nH]2)cc1 (stereo not drawn)	0.9
CC1(C(=O)NS(=O)(=O)c2ccc(Cl)cc2)CCN1C(=O)Cc1cccs1 (stereo not drawn)	3.9
COCCNC[C@@]12CO[C@H](c3ccc(Cl)cc3)N1[C@@H](c1ccc(Cl)cc1)SC2	-1.5
COCCNc1ncnc2c1ncn2[C@H]1CN(Cc2ccc(F)cc2)C[C@@H](CO)O1	-1.5
N#Cc1ccccc1S(=O)(=O)N1CCN(c2nc(-c3cccs3)nc3ccccc23)CC1	-0.7
CN(C)C(=O)c1cccc(-c2cnc3c(NC=O)cc(-c4cccc(C(F)(F)F)c4)cn23)c1	-1.1

Additional entries follow.
SMILES	NSD2 HMT inh
c1ccc2c(-c3cc(NCc4ccncc4)n4nccc4n3)cccc2c1	-1.2
O=C(Nc1ccc(F)c(Cl)c1)[C@@H]1O[C@H](CO)[C@H](O)[C@H](O)[C@H]1O	-10.9
CC(=O)c1ccc(OC2(C)CCN(Cc3ccccc3OC(F)F)C2)cc1 (stereo not drawn)	0.4
COCc1cccc(-c2csc(C(NC(C)=O)c3ccc(F)c(F)c3)n2)c1 (stereo not drawn)	15.8
O=C(COC(=O)c1ccccc1NC(=O)C1CC1)c1ccc2c(c1)OCCO2	-3.5
COc1ccc(C(C)(O)c2nc(-c3ccc(OC)c(OC)c3)cs2)cc1 (stereo not drawn)	-1.4
CCOc1ccc(-n2c(SCC(=O)Nc3ccc4cn[nH]c4c3)nnc2-c2ccc(C(C)(C)C)cc2)cc1	11.9
COc1ccc(OCCN2CCC(C(=O)NC(c3ccc(F)cc3)c3ncccc3C)CC2)cc1 (stereo not drawn)	11.4
Cc1ccc(-n2c(SCC(=O)Nc3ccc(S(=O)(=O)Nc4nccs4)cc3)nnc2-c2ccncc2)cc1	6.5
Cc1noc(C)c1-c1ccc(C(=O)Nc2cccc(NS(C)(=O)=O)c2)c2occc12	-0.8
C=CCNc1nc2cc(-c3ccccc3C)sc2c(=O)n1C	-4.4
Cc1ccccc1Cn1ccc(=NCc2ccccc2)cc1	2.3
CN(C)CCN(C(=O)c1ccc(N2C(=O)CCC2=O)cc1)c1nc2cc3c(cc2s1)OCCO3	2.7
O=C(Nc1cccc(OC(F)(F)F)c1)C1Cc2c(-c3cccc(F)c3)ccnc2O1 (stereo not drawn)	0.5
CCCCN(C(=O)c1cc(=O)[nH]c2ccccc12)c1c(N)n(CCC)c(=O)[nH]c1=O	-0.3
CC1(C(=O)NS(=O)(=O)c2cccc(Cl)c2)CCN1C(=O)c1cccc(F)c1 (stereo not drawn)	2.0
O=C(Cn1nnc(-c2ccncc2)n1)Nc1ccc(Cl)cc1	-1.1
Cc1cccc(-c2cc(NC=O)c3ncc(-c4cccc(C(=O)N(C)C)c4)n3c2)c1	-0.1
CCOC(=O)C1(C)CCCCCN1C(=O)c1csnn1 (stereo not drawn)	-1.0
OC[C@@H]1CN(CCN2CCOCC2)C[C@H](n2cnc3c(NCc4ccc(F)cc4)ncnc32)O1	-0.7
O=CNc1cc(-c2ccoc2)cn2c(-c3ccc(F)cc3)cnc12	5.3
NC(=O)C1CCN(c2ccnc(Cl)n2)CC1	-3.2
O=C(NCc1ccccc1)C(c1cccc2ccccc12)n1c(=O)c(-c2ccccc2)nc2ccccc21 (stereo not drawn)	-1.4
Nc1ccn([C@@H]2O[C@H](C(=O)N[C@H](Cc3ccccc3)C(=O)N3CCN(C(=O)N4CCCCC4)CC3)[C@@H](O)[C@H]2O)c(=O)n1	-2.4
CC1(C(=O)NS(=O)(=O)c2ccccc2)CCN1C(=O)CC1CCCC1 (stereo not drawn)	5.8
CC(=O)c1cc2c(cc1C)CCCC2(C)C	-1.0
COC(=O)[C@]12C[C@H](CC(=O)N3CCSCC3)C(=O)N(Cc3ccccc3)C1=C[C@H](C1CCCC1)O[C@@H]2C	1.6
CCc1nc2c(OCCn3cccc3)cccn2c1N(C)C(=O)c1ccc(C)cc1	5.3
NS(=O)(=O)c1ccc(CNC(=O)/C=C/c2c(Cl)cccc2Cl)cc1	1.4
O=C(NCc1cccs1)C1Cc2c(-c3ccc(Cl)cc3)ccnc2O1 (stereo not drawn)	-2.1
CCOC(=O)CC1(CCc2ccccc2)Oc2ccccc2O1	-5.4
CCCCNC(=O)C1(C)CCN1Cc1cccc2c(OC)cc(C(=O)OCC)cc12 (stereo not drawn)	-2.9
CCCCCC(=O)NNC1CC(=O)N(c2ccccc2)C1=O (stereo not drawn)	-0.5
CCOC(=O)C1(C)CCCN(C(=O)c2cccnc2SC)C1 (stereo not drawn)	11.3
Cc1ccc(-c2cc(-c3nnc(SCC(=O)Nc4nccs4)n3N)[nH]n2)cc1	0.3
OCCN1CCN(c2cnc(-c3ccsc3)cn2)CC1	-0.8
O=C1NC[C@H](CC2CCCCC2)N(CCc2cc(C(F)(F)F)cc(C(F)(F)F)c2)C1=O	-2.8
Cc1ccc(-n2c(SCC3CNC(=O)O3)nnc2-c2ccccc2)cc1C (stereo not drawn)	20.9
CCN(CC)C(=O)c1cccc(-c2csc(C(C)(O)c3ccc(OC)cc3)n2)c1 (stereo not drawn)	-0.5
Cc1ccc2nc(-c3ccc(NC(=O)CSc4nnc(-c5cc(-c6ccc(F)cc6)n[nH]5)n4N)cc3)sc2c1	2.6
COc1ccc(NC(=O)C2(C)CCN2Cc2ccc(SC)cc2)cc1OC (stereo not drawn)	4.2
CN(Cc1ccco1)C(=O)CN1C(=O)C2(OCCCO2)c2ccccc21	-7.0
COc1cc(NC(=O)C2CCCN(S(=O)(=O)c3cccs3)C2)cc(OC)c1 (stereo not drawn)	-1.9
CC(C)(C)OC(=O)NC(Cc1ccccc1)C1CC(C#N)C(=O)O1 (stereo not drawn)	-2.3
FC(F)(F)c1ccccc1-c1ccc2nncn2c1	-0.8
COc1ccc(C)cc1NC(=O)ON=C1CCCCC1	-6.0
Cc1ccccc1NC(=O)c1snc2c(=O)[nH]cnc12	-1.4
CCOc1ccc(Cl)cc1-c1cc(C(=O)NCc2cccc(C(F)(F)F)c2)[nH]n1	-0.2
C=CCNC(=O)N1CCN(Cc2nc3ccccc3c(=O)[nH]2)CC1	-3.3
CCCS(=O)(=O)NC(=O)C1(C)CCCN(C(=O)c2ccccc2OC)C1 (stereo not drawn)	-2.0

Five successive entries from above, for reference:
SMILES	NSD2 HMT inh
COc1cc(NC(=O)C2CCCN(S(=O)(=O)c3cccs3)C2)cc(OC)c1 (stereo not drawn)	-1.9
CC(C)(C)OC(=O)NC(Cc1ccccc1)C1CC(C#N)C(=O)O1 (stereo not drawn)	-2.3
FC(F)(F)c1ccccc1-c1ccc2nncn2c1	-0.8
COc1ccc(C)cc1NC(=O)ON=C1CCCCC1	-6.0
Cc1ccccc1NC(=O)c1snc2c(=O)[nH]cnc12	-1.4

The list continues.
SMILES	NSD2 HMT inh
Clc1ccccc1CSc1nncn1-c1cccnc1	-4.6
CCCNC(=O)C1(C)CCN1C(=O)c1cc(C)n(C)n1 (stereo not drawn)	0.7
O=C1C(=C2CCc3ccccc32)Cc2ccccc21	1.3
Cc1nc(C(F)(F)F)ccc1C(=O)N1CCC(C)(C(=O)NS(=O)(=O)C2CC2)C1 (stereo not drawn)	-5.0
O=C(CSc1cccc[n+]1[O-])Nc1ccc(N2CCOCC2)cc1	-1.6
OC[C@@H]1CN(Cc2ccco2)C[C@H](n2cnc3c(Nc4ccccc4)ncnc32)O1	-3.2
O=C(COc1ccc2ccc(=O)oc2c1)NC1CCS(=O)(=O)C1 (stereo not drawn)	-0.6
CC(C)(C)c1ccc(S(=O)(=O)NC(=O)C2(C)CCN2C(=O)CC2CC2)cc1 (stereo not drawn)	4.8
CCOC(=O)C1(C)CCCN(C(=O)c2cccc(OC(F)(F)F)c2)C1 (stereo not drawn)	-2.3
CC(=O)NCCNC(=O)C1Cc2c(-c3ccc(Cl)cc3)ccnc2O1 (stereo not drawn)	-2.7
CCOc1ccc(Cl)cc1-c1cc(C(=O)NCCc2ccncc2)[nH]n1	0.3
OC[C@@H]1CN(Cc2cccs2)C[C@H](n2cnc3c(NCc4ccco4)ncnc32)O1	2.9
CCc1ccc(C(O)c2ncc(-c3ccccc3C(F)(F)F)[nH]2)cc1 (stereo not drawn)	-3.4
Cn1cnc(S(=O)(=O)N2CCCCC2c2cc(C(=O)NCc3ccc(F)cc3)no2)c1 (stereo not drawn)	-2.5
Brc1ccc(Cn2nnc(-c3ccc(N4CCOCC4)cc3)n2)cc1	-5.5
CCOc1ccccc1C(=O)Oc1ccc2ccc(O)cc2c1	0.6
COc1ccc(-n2c(SCC(=O)N3CCCC3)nnc2-c2ccncc2)cc1	4.0
O=C(Nc1ccc(Oc2ccccc2)cc1)C1CCN(c2nnc(-n3cccc3)s2)CC1	0.6
Cc1ccccc1-c1csc(C(O)c2ccc(F)c(F)c2)n1 (stereo not drawn)	-3.2
CC(NC(=O)c1cc2ccccn2n1)c1ccccc1 (stereo not drawn)	4.5
CC1(C(=O)Nc2ccc3c(c2)OCO3)Cc2c(-c3ccccc3)ccnc2O1 (stereo not drawn)	0.4
CC(=O)OC[C@@H]1CN(Cc2ccccc2)C[C@H](n2cnc3c(NCc4ccc(F)cc4)ncnc32)O1	-2.4
CC(C)N1C(=O)NC2NC(=O)N(C(C)C)C21 (stereo not drawn)	-0.5
CC12C=CC(C)(C3C(=O)NC(=O)C31)C1C3C(=O)NC(=O)C3C12 (stereo not drawn)	10.5
CC(C)Oc1ccccc1OC1(C)CCN(Cc2ccc(OC(F)(F)F)cc2)C1 (stereo not drawn)	-3.6
O=C(NCc1ccncc1)C(=O)NCC(c1ccccc1)c1ccccc1	-1.2
OC[C@@H]1CN(Cc2ccc(-c3ccccc3)cc2)C[C@H](n2cnc3c(NCc4ccncc4)ncnc32)O1	-0.1
CCCCNC(=O)C1(C)CCN1C(=O)c1ccc(OC)c(F)c1 (stereo not drawn)	0.0
Cn1nc(C(C)(C)C)cc1C(=O)N1CCCCC1c1cc(C(=O)NCc2ccc(F)cc2)no1 (stereo not drawn)	8.9
CCn1c2ccccc2c2cc(NC(=O)COC(=O)c3ccc(C)cc3)ccc21	17.5
COc1ccc(CNC(=O)C2(C)Cc3c(-c4ccc5c(c4)OCO5)ccnc3O2)cc1OC (stereo not drawn)	-0.7
CC(C)COC(=O)N1CCCCC1c1cc(C(=O)NCc2cccnc2)no1 (stereo not drawn)	0.8
CCCCCOc1ccc(/C=N/NC(=O)CSc2nnc(-c3ccc(OC)cc3)n2-c2ccc(C)cc2)cc1	-2.2
O=C(Nc1ccccc1Cl)c1cc(C2CCCCN2S(=O)(=O)c2ccccc2)on1 (stereo not drawn)	-3.1
COc1ccc(NC(=O)C2Cc3c(-c4ccccc4Oc4ccccc4)ccnc3O2)cn1 (stereo not drawn)	0.8
O=C(CSc1nnc(-c2ccccn2)n1-c1ccccc1)c1ccc(Cl)c(Cl)c1	0.6
Cc1ccc(C(O)c2ncc(-c3ccc(Cl)cc3)[nH]2)c(C)c1 (stereo not drawn)	5.1
Cc1ccsc1C(=O)N1CCC1(C)C(=O)NCc1cccnc1 (stereo not drawn)	1.5
COc1cccc(CN2CCC2(C)C(=O)Nc2ccc3c(c2)CCN3C(C)=O)c1F (stereo not drawn)	2.8
O=S(=O)(CS(=O)(=O)c1ccc(Br)cc1)c1ccc(Br)cc1	0.7
CCN(CCN(C)C)C(=O)c1ccc2nc(C)c(N(C)C(=O)CCc3ccccc3)n2c1	11.3
NC(CCc1ccccc1)c1csc(NC(=O)Nc2cccc(C(F)(F)F)c2)n1 (stereo not drawn)	-2.5
Cc1ccc(C)c(NC(=O)C2(C)CCN2C(C)C)c1 (stereo not drawn)	-3.0
COc1cc(F)c(S(=O)(=O)N2CCCN(S(=O)(=O)c3cccc(N)c3)CC2)c(F)c1	-1.6
COc1cc(-n2c(C)nc3cc(C(=O)N4CCCCC4)ccc32)cc(OC)c1OC	1.6
Cc1ccc(-c2cnc(C(O)c3cc(C)cc(C)c3)[nH]2)cc1 (stereo not drawn)	5.8
CN(Cc1ccc(F)cc1)C(=O)CN1C(=O)C2(OCCCO2)c2ccccc21	0.9
COc1cc(NC(=O)Nc2nnc([C@@H]3C[C@H](O)[C@@H](CO)O3)s2)cc(OC)c1OC	-2.0

These rows are one share of the data, so the mix of outcomes need not match the whole.
